HIF-2a block – HIF-2a reporter inhibitors, primary screen, luminescence, 786-0 RCC cells | 786-0 RCC cells HIF-2a reporter, luciferase luminescence, overnight | inhibition, % at 18.8 µM | actives 0.72% (n = 360,000);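 active = inhibition of the luminescence signal of 40% or more relative to plate controls, in a single-dose primary screen at 18.75 µM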
Peg3 prom inh – Peg3 promoter-driven luciferase inhibitors, primary screen, cell-based, HeLa, luciferase luminescence; inhibition, % at 20 µM; HeLa PEG-Prom luciferase reporter, overnight; actives 1.7% (n = 360,000); AID 588405, 2011;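 active = inhibition of at least 50% at 20 µM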
TWEAK Fn14 block – inhibitors of TWEAK-Fn14 signaling, primary screen, luciferase reporter cells, uHTS. TWEAK-stimulated Fn14 reporter cells, luciferase luminescence, 8 h. inhibition, % at 10 µM. actives 2% (n = 360,000); in the data active = inhibition above about 50%
Shn3 3UTR inh – reduction of Shn3 3'UTR firefly luciferase signal, primary screen, Schnurri-3 inhibitor project, cell-based, Clone20 osteoblasts, set 2; Clone20 osteoblast Shn3 3'UTR firefly luciferase, 24 h; inhibition, % at 12.5 µM; actives 0.52% (n = 360,000); AID 588674, 2011;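 active = mean inhibition of at least 75% with every replicate also reaching 75%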;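 note: 0% = median of neutral control wells and 100% = pilot-screen positive control compound; some compounds past the cut are filed as inactive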
KKLEB tox – cytotoxicity in KKLEB CF airway cells, primary screen, cytotoxicity control for CF NF-kB inhibitor project, cell-based, uHTS, fluorescence assay plates; KKLEB CF airway cells viability, ATPlite luminescence, overnight; hits give low values; cells stimulated with P. aeruginosa culture filtrate; activity change (cytotoxicity), % at 5 µM; actives 0.36% (n = 360,000); AID 602141, 2011;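 active = corrected activity change at or below -50% at 5 µM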
TROY NFkB inh – inhibitors of TROY-driven NF-kB signaling, primary screen, Q293 LMP1-TROYcd cells, NF-kB luciferase, uHTS; Q293 LMP1-TROYcd NF-kB luciferase reporter, 4 h; inhibition, % at 10 µM; actives 0.98% (n = 360,000);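 active = compounds whose plate-normalised and pattern-corrected inhibition of the luciferase reporter signal at the single screening dose is 50% or more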
TRAIL sens C8 – viability loss with TRAIL in NB7+C8 cells, primary screen, TRAIL sensitizer project, cell-based, ATPlite luminescence; inhibition (viability loss, TRAIL sensitization), % at 10 µM; actives 1% (n = 360,000);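 active = compounds causing at least 50% loss of cell viability in the single-dose screen, relative to plate controls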
NR2E3 ag-1 – NR2E3 agonists in two-hybrid cells, primary screen, cell-based, luminescence, CHO-S, Gal4-NCOR/VP16-NR2E3 | luciferase | inhibition of corepressor binding, % at 3.98 µM | actives 0.35% (n = 360,000) | AID 602229, 2012;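 active = inhibition above the mean of all tested compounds plus 3 SD, cut at about 70% in these data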;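 note: 0% = DMSO with NR2E3 transfected cells and 100% = cells lacking NR2E3 construct; higher means lower luciferase signal from less NR2E3 corepressor binding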
Target sequence (Q9Y5X4 whole entry, looked up, the tested form may be a part): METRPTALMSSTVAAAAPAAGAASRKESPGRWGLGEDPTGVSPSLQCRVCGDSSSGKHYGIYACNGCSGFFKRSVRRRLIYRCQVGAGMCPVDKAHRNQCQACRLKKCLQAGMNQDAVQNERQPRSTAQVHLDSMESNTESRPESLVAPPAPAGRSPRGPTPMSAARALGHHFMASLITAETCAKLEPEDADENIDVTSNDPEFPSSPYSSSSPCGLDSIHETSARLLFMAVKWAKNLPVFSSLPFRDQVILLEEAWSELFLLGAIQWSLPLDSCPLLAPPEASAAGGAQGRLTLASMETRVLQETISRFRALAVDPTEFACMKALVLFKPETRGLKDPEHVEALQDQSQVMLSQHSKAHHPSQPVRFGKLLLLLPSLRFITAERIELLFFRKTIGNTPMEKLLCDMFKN
TRPM1 prom inh – inhibitors of MITF-dependent TRPM1 promoter reporter, primary screen, cell-based, SK-MEL-5, single point, luciferase; actives 0.83% (n = 330,000); SK-MEL-5 TRPM1 promoter luciferase, 24 h; AID 488899, 2010; inhibition, % at 12.5 µM;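 active = mean inhibition across replicates of 60% or more, whatever share of single replicates reaches that level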; note: values of inactives mirror those of a sister screen read the other way
CF NFkB inh – inhibitors of PAF-induced NF-kB signaling, primary screen, cell-based, GFP fluorescence, uHTS; inhibition, % at 5 µM; actives 0.86% (n = 360,000); KKLEB NF-kB-GFP reporter, GFP fluorescence overnight; AID 588850, 2011;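 active = at least 50% inhibition at 5 µM, scaled per plate between neutral and stimulator controls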;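 note: PAF is a Pseudomonas aeruginosa culture filtrate used as stimulus; plate controls were PAF-stimulated DMSO wells for no effect and unstimulated DMSO wells for full effect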
NR2E3 ag-2 – inhibitors of NR2E3-RetCOR corepressor binding, primary screen, NR2E3 agonist project, biochemical, TR-FRET, GST-NR2E3, biotin-RetCOR. 1536-well. actives 0.12% (n = 320,000). inhibition of corepressor binding, % at 4.78 µM. Photoreceptor-specific nuclear receptor (Homo sapiens), Q9Y5X4. AID 2300, 2010;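 active = percent inhibition above the cutoff of mean plus 3 SD of all tested compounds, set per screening campaign, cut at about 20% in these data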;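 note: 0% = DMSO wells and 100% = biotin wells as full block of FRET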
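Test system – NR2E3–RetCOR corepressor complex · Quantity – NR2E3 fusion 1.35 nM · Buffer or medium – Tris pH 7.5 · Incubation – Compound–protein incubation for 5 h at 4 °C · Technique – TR-FRET, Eu(K)-anti-GST donor, streptavidin-D2 acceptor, ex 340, em 617/671 nm · Evaluation – percent inhibition of 671/617 nm emission ratio versus biotin and DMSO controls · Plate – 1536-well format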
An asterisk follows results filed as active; · = no result given. Some of the compounds tested (hit frequency here may not be typical).

The line under a structure holds: HIF-2a block, Peg3 prom inh, TWEAK Fn14 block, Shn3 3UTR inh, KKLEB tox, TROY NFkB inh, TRAIL sens C8, NR2E3 ag-1, TRPM1 prom inh, CF NFkB inh, NR2E3 ag-2
> CC(NC(=O)COC(=O)CN1C(=O)C2CCCCC2C1=O)c1ccccc1 (configuration not stated)
    2, 0, 0, 0, -17, 4, -22, -7, 1, 28, ·
> CC1=CC(C)(C)NC(=S)N1CCO
    7, 3, -9, 22, 6, 2, -10, 28, 6, -13, ·
> COC(=O)CSc1nc(Cc2ccccc2)nc2ccccc12
    25, 11, 11, -14, -7, 7, -8, -22, -3, -2, 1
> O=C(CCCC(=O)OCC(F)(F)C(F)F)Nc1ccccc1F
    10, -6, -1, -4, 2, 15, 0, -5, -2, 11, -4
> Cc1nc(NC(=O)CSc2nnc(-c3ccc4c(c3)OCO4)o2)c(Cl)cc1Cl
    -126, -106, -24, -15, 2, -44, 7, -78, -4, -11, 1
> Oc1ccccc1C(=S)N1CCCCC1
    23, 17, 20, 11, 17, ·, -2, -17, 1, -15, 5
> C=CCn1c(SCC(=O)NCC2CCCO2)nc2scc(-c3ccco3)c2c1=O (configuration not stated)
    1, -2, -9, -3, -4, 2, 5, 11, -10, -1, 2
> COc1ccccc1CNC(=O)COC(=O)Cc1c(F)cccc1Cl
    18, 13, 3, -7, 2, 12, -2, 16, 2, -1, 3
> CN1c2ccccc2N(C)C1c1ccc2c(c1)OCO2
    0, 0, 7, -3, -18, -4, 3, -37, 2, -10, 1
> O=C(c1ccc2ccccc2c1)C1CCCN(C(=O)CCn2cnnn2)C1 (configuration not stated)
    15, -9, 4, 3, 3, -7, 4, -3, 14, 4, 0
> CCC(=O)N1CCN(c2ccc(NC(=O)c3ccc4c(c3)OCCO4)cc2)CC1
    -164, -105, -1, -20, 0, -20, -13, -6, -20, -22, -1
> COC(=O)c1ccc(NC(=O)CS(=O)(=O)Cc2ccccc2)cc1
    10, 4, 10, 5, -2, -7, -5, -9, -1, 4, 2
> O=c1c2ccccc2nc(-c2ccccc2)n1CCCN1CCOCC1
    3, 5, 30, 7, 3, -4, -9, 5, 11, 0, 3
> COc1cc([N+](=O)[O-])c(C(=O)N2CCOCC2)c([N+](=O)[O-])c1
    13, 9, 0, -4, -2, 12, 16, 10, 12, 12, 5
> CCCCc1ccc(NC(=O)Nc2c(C)n(C)n(-c3ccccc3)c2=O)cc1
    7, 5, 5, -1, 7, 9, 0, -28, 3, -11, 3
> Cc1ccc(Nc2nc(COC(=O)C3CC3)cs2)cc1
    -198, -246, -25, -49, 15, -57, 12, -101, -103, -11, 0
> Cc1ccc(C)c(NC(=S)NCCN2CCOCC2)c1
    9, 15, 0, -16, 7, -22, 3, -3, -4, 5, 1
> C=CCn1c(SCC(=O)NCc2ccccc2)nnc1-c1ccccc1O
    23, 5, 2, 5, 18, -11, -3, 4, 4, -2, -4
> CCOc1ccccc1NC(=O)c1c(NC(=O)CCC(=O)O)sc2c1CCCCC2
    -1, 17, -9, -3, -8, -8, 0, -32, 5, -6, ·
> C=CCCC1CN(CCCC)S(=O)(=O)c2c(F)cccc2O1 (configuration not stated)
    4, 2, 12, -15, -13, 1, 1, -25, 6, 10, ·

Part of the list above, limited to TRPM1 prom inh.
SMILES	TRPM1 prom inh
Cc1ccc(C)c(NC(=S)NCCN2CCOCC2)c1	-4
C=CCn1c(SCC(=O)NCc2ccccc2)nnc1-c1ccccc1O	4
CCOc1ccccc1NC(=O)c1c(NC(=O)CCC(=O)O)sc2c1CCCCC2	5

The listing continues:
The line under a structure holds: HIF-2a block, Peg3 prom inh, TWEAK Fn14 block, Shn3 3UTR inh, KKLEB tox, TROY NFkB inh, TRAIL sens C8, NR2E3 ag-1, TRPM1 prom inh, CF NFkB inh, NR2E3 ag-2
> COc1ccccc1CN1C[C@@H]2C[C@@H](c3ccccc3C)N3CCC[C@@]23C1=O
    17, 7, -4, 14, -4, 6, -6, 0, -5, -3, -3
> O=c1cc(NCCO)c2ccccc2o1
    18, 13, -4, 1, -1, 18, -13, -5, -6, -13, 3
> CC(=O)NC1=NC(=O)/C(=C/c2cn(C(C)=O)nc2-c2ccccc2)S1
    6, -6, 74*, 8, -5, 43, -13, -16, -4, 57*, 5
> COc1ccccc1CNS(=O)(=O)c1cc2c3c(c1)C(C)C(=O)N3CCC2 (configuration not stated)
    0, -5, 0, 15, 2, -15, 6, 10, 5, 4, 0
> CCN(CC)S(=O)(=O)c1ccc(-c2nnc(SCC(=O)Nc3ccc(OC)cc3)o2)cc1
    23, 23, -11, 14, -8, 4, -8, 14, 7, 2, -9
> CC(NC(=O)c1cc(S(=O)(=O)N2CCCC2)cn1C)c1ccccc1 (configuration not stated)
    -5, 25, -16, 0, -2, 8, -4, 1, 18, 3, 1
> Cc1cc(NNC(=O)c2cccc(C(F)(F)F)c2)nc2c1c(C)nn2C
    16, 8, 11, 85, 6, 29, 18, 53, 34, 3, 4
> Cc1ccc(NC(=O)C2(c3ccc([N+](=O)[O-])cc3)CCCC2)cc1
    28, 22, 5, 3, -6, 0, -3, -6, 3, 8, -2
> CCCC(=O)Nc1ccccc1NC(=O)c1ccc(OCC)cc1
    4, -2, -14, 9, 3, -16, -2, -9, 3, -10, 2
> CCC/C(O)=C1\C(=O)CC(C)(C)CC1=Nc1ccc(OC)cc1OC
    8, 34, 1, 19, -3, -3, 4, -92, 26, 26, 4
> COc1cc2c(cc1OC)C(COc1ccccc1OC)N(C(C)=O)CC2 (configuration not stated)
    25, -15, 3, 22, -2, -1, 10, -19, 6, 18, 1
> CCCCNC(=O)OCC(CC)NC(=O)OCC(C)C (configuration not stated)
    10, 5, -13, 4, -9, 16, 12, -19, 11, 10, -3
> Cc1ccc(/C=C(\NC(=O)c2ccccc2)C(=O)NCCN2CCOCC2)o1
    -3, 1, 12, 6, 4, 7, 13, 4, 1, -17, 4
> Cc1ccc(/C=C2/NC(=O)N(Cc3ccccc3F)C2=O)s1
    -83, -43, -18, -18, 2, -31, -5, -68, -8, 5, 3
> CC(=O)Nc1ccc(Cc2nc3ccccc3[nH]2)cc1
    15, -7, -3, 14, -5, -1, -9, 14, 7, 10, 4
> COc1cc(NC(=O)C2CC(=O)NC3=C2C(=O)CCC3)cc(OC)c1 (configuration not stated)
    13, 8, -1, 0, -9, -1, -4, -12, -4, 0, 2
> Cc1cc(CN2C(=O)c3ccccc3C2=O)on1
    9, -4, -9, 2, -6, 1, -19, -27, 10, 2, 1
> O=C(CC(=O)Nc1ccccc1)Nc1ccccc1
    -51, -34, -11, -6, -2, -20, 20, -16, -1, -13, 5
> CCCC(=O)Nc1nnc(S(=O)(=O)N(C)Cc2ccco2)s1
    7, -4, 16, -3, 7, 11, 2, -8, 2, -1, 3
> Cc1onc(-c2c(F)cccc2Cl)c1C(=O)NCc1ccccn1
    12, 2, 0, -10, 6, -12, 20, 8, 6, -3, 1
> CCn1nc(C(=O)OCC(=O)N2c3ccccc3CC2C)c2ccccc2c1=O (configuration not stated)
    11, 2, 21, -1, 7, 11, -3, -16, -5, -8, 0
> O=C(CCNS(=O)(=O)c1cccc2nsnc12)NCc1ccc(F)cc1
    16, 4, 0, 1, 0, -3, -9, 21, -6, 2, -1
> CN(CC(=O)Nc1ccccc1Cl)CC(=O)N1CCc2ccccc21
    11, 4, -7, -37, 3, -3, 18, -7, ·, -8, -3
> C#Cc1ccc([C@@H]2C=C(C(=O)N3CCOCC3)O[C@H](OCc3ccc(CO)cc3)C2)cc1
    8, 4, -17, 3, 0, 1, 0, -5, 2, 7, -1
> NC(=O)COC(=O)C12CC3CC(CC(O)(C3)C1)C2
    12, 10, -4, -19, 1, -3, -6, -15, 7, -3, 0
> O=C(NC1CC1)c1ccc2sc([C@@H]3O[C@H](CO)[C@H](O)[C@H](O)[C@H]3O)nc2c1
    12, 3, -5, 2, 6, 1, -12, -17, ·, -13, ·
> Clc1nccnc1N/N=C/c1ccc(Br)cc1
    -268, -323, -15, -102, 7, -25, -1, -110, -58, -1, 2
> O=C(NC1CCCCC1)C1CCCN(S(=O)(=O)c2ccc(F)cc2)C1 (configuration not stated)
    9, -5, 8, 0, -2, -2, -10, 8, 5, -9, 4
> CCC1=Nc2cc(C(=O)NCCCOC)ccc2Sc2ccccc21
    18, 13, 6, 3, -32, 10, 15, 24, 24, 47, 2
> CC(C)C(NC(=O)CCNC(=O)c1ccc(C(C)(C)C)cc1)c1nc2ccccc2[nH]1 (configuration not stated)
    -62, -47, 14, 13, -2, -15, -5, 22, -4, 9, 3
> C=CCn1c(CCNC(=O)c2cccs2)nnc1SCC(=O)c1cccc([N+](=O)[O-])c1
    8, 20, -8, -7, -7, 3, -6, 25, -2, 9, 1
> NS(=O)(=O)c1ccc(CCNC(=O)COc2ccc3c4c(c(=O)oc3c2)CCC4)cc1
    -15, -7, 0, 2, 14, -18, -10, 13, -7, 0, 0

High-throughput results as filed in PubChem BioAssay.
